Assay outcomes deposited in PubChem by several laboratories.
PfM18AAP inh – PfM18AAP inhibitors, malaria aminopeptidase, primary screen, biochemical, QFRET, recombinant enzyme. H-Glu-NHMec fluorogenic cleavage. inhibition, % at 7.35 µM. M18 aspartyl aminopeptidase (Plasmodium falciparum 3D7). actives 1.2% (n = 290,000);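 active = inhibition above the campaign mean inhibition over all tested compounds plus 3 SD, cut at about 28% in these data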;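 note: 0% = plate median of test compound wells and 100% = 2 mM ZnCl2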
MEKK2wt PB1 HTS – modulators of MEK5 binding to wildtype MEKK2, primary screen, biochemical, multiplex bead flow cytometry, Alexa488-MEK5. Alexa488-MEK5 binding to MEKK2 WT; actives lie on both sides. actives 1.1% (n = 290,000). binding response (% of control), % at 10 µM; in the data active = binding response below about 67% or above about 130%
NS3 helicase inh – inhibitors of HCV NS3 helicase, primary screen, biochemical, Cy5 molecular beacon fluorescence; Hepatitis C virus NS3 helicase; NS3 helicase DNA unwinding; inhibition, % at 10.9 µM; actives 0.56% (n = 290,000);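 active = inhibition above the mean of all tested compounds plus 3 SD, set per campaign, cut at about 35% in these data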;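 note: 0% = DMSO wells and 100% = thioflavine S control wells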
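Assay system – hepatitis C virus NS3 helicase domain fragment enzyme · Buffer or medium – MOPS pH 6.5, MgCl2, DTT, Tween20, BSA · Reagent – Cy5/quencher beacon DNA duplex and ATP to start · Compound – single 10.9 µM dose · Timing – 1 h at 25 °C · Technique – Cy5 beacon fluorescence read at start and 1 h · Measure – % inhibition of unwinding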
IMP-1 inhibitor – IMP-1 metallo-beta-lactamase inhibitors, primary screen, biochemical, epi-absorbance readout, Pseudomonas aeruginosa enzyme. metallo-beta-lactamase IMP-1 (Pseudomonas aeruginosa). purified IMP-1, nitrocefin hydrolysis, epi-absorbance fluorescence. inhibition, % at 5.6 µM. actives 0.45% (n = 290,000). AID 1556, 2009;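 active = inhibition above the mean plus 3 SD of all compounds in the same screening run, cut at about 4.5% in these data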;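 note: 0% = IMP-1 with DMSO and 100% = DMSO wells lacking enzyme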
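system = purified recombinant IMP-1 beta-lactamase | amount = 0.2 nM IMP-1, as dispensed | medium = HEPES buffer pH 7.1 with ZnSO4 and Brij 35 | times = 25 °C, 15 min preincubation, 25 min reaction | detection = plate fluorescence quenching by hydrolysis product, ex 480/em 530 nm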
VIM-2 inhibitor – VIM-2 metallo-beta-lactamase inhibitors, primary screen, biochemical, epi-absorbance readout, Pseudomonas aeruginosa enzyme; inhibition, % at 5.6 µM; actives 0.89% (n = 290,000); purified VIM-2, nitrocefin hydrolysis, epi-absorbance fluorescence;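 active = inhibition above the mean of all tested compounds plus 3 SD, cutoff set per screening run, cut at about 7.5% in these data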;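 note: red hydrolysis product quenches plate fluorescence so inhibitors raise well fluorescence; 0% = enzyme with DMSO and 100% = DMSO without enzyme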
UBC9 SUMO inh – inhibitors of in vitro SUMOylation cascade, primary screen, biochemical, HTRF, uHTS; HTRF SUMOylation assay, SAE1/SAE2 + UBC9; inhibition, % at 35 µM; actives 0.36% (n = 290,000); in the data active = inhibition above about 50%, passing the limit was not always enough; note: strong numbers were not always called active
Target sequence (P63279 whole entry, looked up): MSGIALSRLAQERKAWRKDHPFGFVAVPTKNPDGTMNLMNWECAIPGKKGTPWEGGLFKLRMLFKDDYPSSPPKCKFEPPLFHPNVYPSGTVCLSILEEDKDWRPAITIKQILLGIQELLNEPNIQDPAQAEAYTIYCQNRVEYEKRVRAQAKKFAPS
MEKK2 mut-MEK5 – MEK5 binding signal on mutant MEKK2 PB1, primary screen, biochemical, multiplex bead flow cytometry, Alexa488-MEK5 | actives 0.35% (n = 290,000) | Alexa488-MEK5 binding to MEKK2 mutant | percent response, % at 10 µM; in the data active = percent response above about 24%, passing the limit was not always enough; note: inactives centre near 1; some results filed as inactive read as strong as hits; reference of the scale not given here
FID counter – compounds displacing fluorescent DNA intercalator, primary screen, artefact control for HCV NS3 helicase inhibitor project, biochemical, FID fluorescence; DNA fluorescent intercalator displacement; inhibition, % at 7.9 µM; actives 0.17% (n = 290,000); AID 1845, 2009; in the data active = inhibition above about 37%;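 note: 0% = vehicle and 100% = reference compound; higher means more ethidium bromide displaced from hairpin DNA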
NALP1 inh – NALP1 inflammasome inhibitors in reconstituted yeast, colorimetric, S. cerevisiae, triplicate retest; inhibition, % at 10 µM; S. cerevisiae NALP1/ASC/caspase-1 growth, X-gal OD620, 72 h; actives 0.61% (n = 280,000); in the data active = inhibition mostly above about 24%, no sharp cut-off; inactive = mostly below about 32%; note: some compounds called inactive have numbers as strong as hits
Numbers without * were called inactive; nt = not tested or not shown.

Results follow in this order: PfM18AAP inh	MEKK2wt PB1 HTS	NS3 helicase inh	IMP-1 inhibitor	VIM-2 inhibitor	UBC9 SUMO inh	MEKK2 mut-MEK5	FID counter	NALP1 inh
> COc1ccccc1OCCCCn1ncc2ccc(OC)c(OC)c2c1=O
  6	107	2	-3.4	-1.2	2	9	-35	24
> NNc1nc2c(-c3cccc(C(F)(F)F)c3)nnn2c2ccccc12
  35*	108	43*	-4.3	-1.1	26	5	3	-24
> O=C(O)CC1NC(=O)N(c2ccccc2)C1=O (centres undefined)
  1	113	-15	-3.6	0.4	-1	4	3	15
> COc1ccccc1C(=O)NCc1ccccn1
  -5	87	-6	-0.9	-2.6	2	-7	-3	-3
> CC(C)(C)NC(=O)COC(=O)/C=C/c1ccccc1[N+](=O)[O-]
  -5	112	-2	-5.0	-1.8	17	6	0	-7
> Cc1cccc(OCCC(=O)NCC(c2ccco2)N2CCCCC2)c1 (centres undefined)
  11	86	-1	-1.8	-3.1	2	-12	-2	2
> Cc1cc(OC(=O)c2ccco2)c2c(C)cc(=O)oc2c1
  1	100	4	-4.0	-2.0	1	2	-1	nt
> CCN(CC(=O)Nc1ccc2c(c1)OCCO2)S(=O)(=O)c1cccs1
  2	106	0	-1.3	-2.1	-4	8	-2	-10
> COc1ccc(-c2nc3ccccc3[nH]2)cc1
  -2	105	3	-1.2	-2.6	5	1	0	10
> COc1ccc(-n2nnnc2SCC(=O)N2CCCC2)cc1OC
  -11	91	-3	-2.1	1.2	8	-3	1	-4

The listing continues.
Results follow in this order: PfM18AAP inh	MEKK2wt PB1 HTS	NS3 helicase inh	IMP-1 inhibitor	VIM-2 inhibitor	UBC9 SUMO inh	MEKK2 mut-MEK5	FID counter	NALP1 inh
> Nc1nnc(SCC(=O)Nc2ccc3nc(SCC(=O)Nc4ccccc4)sc3c2)s1
  9	92	0	-3.8	-3.3	-11	14	-1	11
> C/C(=N\NC(=O)C1(C)CC1(Br)Br)c1cccc(NC(=O)C2CCC2)c1 (centres undefined)
  -1	101	-3	-3.0	-4.3	14	-2	-14	28
> CCCCCCCCSc1nnc(-c2ccc(OC)cc2)o1
  -3	108	-6	-7.6	0.6	-10	5	-2	3
> COc1ccc(C)cc1NC(=O)CN(c1ccc(F)cc1)S(C)(=O)=O
  0	92	-12	-1.9	-1.2	-4	-3	-9	12
> COc1ccc(CN2CCNC(=O)C2CC(=O)NC2CCOCC2)c(F)c1 (centres undefined)
  0	103	2	-2.0	-2.8	10	2	-10	1
> COc1cccc(OC)c1C(=O)Nc1c(C(=O)N2CCN(C)CC2)oc2ccccc12
  -2	103	5	-1.0	-1.6	-4	3	0	5
> O=C(N/N=C/c1ccc[nH]1)c1ccc(O)cc1
  9	76	-1	-2.3	-6.2	23	-9	7	-23
> CCCCOc1ccc(C(O)(CCN2CCOCC2)c2ccccc2)cc1 (centres undefined)
  -5	100	-29	-2.8	-2.2	-12	4	4	9
> CN(Cc1ccccc1)C(=O)CCNC(=O)Cn1cnc2ccccc2c1=O
  -14	104	5	-4.3	-4.7	-21	4	-4	16
> O=C(NCCN1CCOCC1)c1cc(S(=O)(=O)Nc2ccccc2F)c(Cl)cc1Cl
  2	106	6	-2.7	-1.9	13	14	-1	nt

Remaining list, next part
Results follow in this order: PfM18AAP inh	MEKK2wt PB1 HTS	NS3 helicase inh	IMP-1 inhibitor	VIM-2 inhibitor	UBC9 SUMO inh	MEKK2 mut-MEK5	FID counter	NALP1 inh
> O=C(Cc1ccc(Nc2nc(=S)[nH]c3ccccc23)cc1)NC1CCCCC1
  -8	90	-6	-2.6	-1.7	6	-13	-21	-11
> O=C(CN(c1ccc(F)cc1)S(=O)(=O)c1ccccc1)N1CCOCC1
  -11	112	3	-2.4	-0.7	13	8	-8	3
> COc1cc(/C=C/C(=O)CC(=O)/C=C/c2ccc(O)c(OC)c2)ccc1O
  35*	14*	29	18*	-1.2	43	40*	-13	-4
> COc1ccccc1/C=C/C=N/NC(=O)Cc1cccn1C
  7	91	15	-2.7	-5.0	14	-2	-33	13
> C=CCn1c(/N=C/c2ccc3c(c2)OCO3)nc2ccccc21
  2	102	2	-2.5	-1.0	-6	5	2	10
> CCN(CC)C(=O)CSC(=Nc1ccccc1F)NC#N
  1	103	5	-1.8	-1.3	7	3	-2	-2
> Cc1ccc(OCC(O)Cn2c(=N)n(CCN3CCOCC3)c3ccccc32)cc1 (centres undefined)
  0	112	-3	-5.0	-4.6	-25	7	13	-2
> COc1cc(/C=N/NC2=NC(C)(C)Cc3ccccc32)cc(OC)c1OC
  10	89	-6	-2.9	-0.9	8	-10	3	-1
> COc1ccc(CN=C(N)N=C(N)N)cc1Cl
  1	103	-3	-3.3	-3.1	5	1	-1	4
> CC(C)Cc1cc(C(=O)O)c2ccccc2n1
  6	84	-8	-0.1	-3.3	nt	-7	1	nt

Further entries follow:
Results follow in this order: PfM18AAP inh	MEKK2wt PB1 HTS	NS3 helicase inh	IMP-1 inhibitor	VIM-2 inhibitor	UBC9 SUMO inh	MEKK2 mut-MEK5	FID counter	NALP1 inh
> Cc1c(N(C)C(=O)COc2ccc3ccccc3c2)c(=O)n(-c2ccccc2)n1C
  -7	95	2	-0.9	-2.7	12	3	-32	4
> CCOC(=O)N/N=C(\C)c1ccc(C)o1
  -2	96	-2	-3.0	1.9	-5	-2	3	8
> CSCC[C@H](NC(=O)N1CCn2c1nc1ccccc12)C(=O)NCc1ccc2c(c1)OCO2
  -3	94	8	-2.4	-5.7	1	2	-43	-3
> C=CCOc1ccc(/C(CC)=N/O)cc1OC
  -15	111	-6	1.8	-0.5	2	4	-7	-5
> COCC(=O)NNC(=O)Cc1ccc(Cl)cc1
  17	101	4	-3.5	-5.6	8	3	1	3
> O=C(Nc1ccc2c(c1)OCO2)C1CCCN1C(=O)Nc1cccc(F)c1 (centres undefined)
  4	nt	0	-1.7	-1.8	-9	nt	2	-9
> Cc1ccccc1OCCNC(=S)Nc1ccccc1
  0	99	-2	-2.1	-2.8	-1	-3	-7	4
> CCCSC1=NN2CCCC(=O)N=C2S1
  18	87	-4	0.0	0.9	26	-8	5	3
> CC(=O)Oc1cccc(C(=O)Nc2ccccc2NC(=O)c2cccc(OC(C)=O)c2)c1
  4	102	0	1.5	0.7	13	0	-29	26
> COCCCNC(=O)c1ccc2nc3ccccc3c(=O)n2c1
  5	101	1	-0.9	0.5	34	2	-8	42

(cont.)
Results follow in this order: PfM18AAP inh	MEKK2wt PB1 HTS	NS3 helicase inh	IMP-1 inhibitor	VIM-2 inhibitor	UBC9 SUMO inh	MEKK2 mut-MEK5	FID counter	NALP1 inh
> O=S(=O)(CCc1ccncc1)Cc1ccc2c3c(cccc13)CC2
  1	90	-3	-3.0	-2.1	-2	-28	-16	nt
> COc1ccc(C2C(C#N)=C(N)Oc3n[nH]c(C)c32)cc1Cn1cc([N+](=O)[O-])cn1 (centres undefined)
  7	97	3	-3.5	-1.4	7	3	-5	6
> O=C(O)c1ccccc1C(=O)N1CCN(c2cccc(Cl)c2)CC1
  -6	110	2	0.0	-1.0	19	3	2	0
> O=C(Nc1ccccc1)O/N=C/c1ccc(F)cc1
  -9	105	-4	0.6	1.1	9	2	-5	28
> COc1ccc(-c2ccc(-c3noc(C4CCCCC4)n3)c(OC)n2)cc1
  3	nt	1	-2.8	-2.3	19	nt	9	6
> O=S(=O)(Nc1ccc(-c2csc(-c3ccccc3)n2)cc1)c1ccccc1
  -2	105	-8	-0.5	-3.7	-16	0	-7	34
> CN1C(=O)N(c2ccc(Cl)cc2)C(C)(O)CC1(C)C (centres undefined)
  -5	105	0	-2.2	-1.4	26	4	-8	16
> Cc1ccc(N(CC(=O)N/N=C/c2ccco2)S(=O)(=O)c2ccccc2)cc1
  4	83	2	-2.3	-3.7	-3	-8	-15	14
> Cc1nn(-c2ccc(N3CCOCC3)nn2)c(C)c1CCC(=O)Nc1ccc(F)cc1
  0	93	13	-3.4	-1.2	6	1	-32	-8
> O=C(CS(=O)(=O)Cc1ccccc1)NCc1ccc2c(c1)OCO2
  2	101	-7	-3.2	-3.8	-1	1	-1	nt

The list goes on.
Results follow in this order: PfM18AAP inh	MEKK2wt PB1 HTS	NS3 helicase inh	IMP-1 inhibitor	VIM-2 inhibitor	UBC9 SUMO inh	MEKK2 mut-MEK5	FID counter	NALP1 inh
> Cc1ccc(C2(c3noc(CN(C)CC4CCCCO4)n3)CCCC2)cc1 (centres undefined)
  5	99	-12	-1.4	-3.4	13	-9	-6	2
> CCC(C)Nc1nc(N)c([N+](=O)[O-])c(NC2CCCCC2)n1 (centres undefined)
  -6	88	-41	-5.1	-3.4	-7	-2	-10	2
> Cc1ccc(S(=O)(=O)N2CCSC2C(=O)O)cc1 (centres undefined)
  2	103	-2	-3.8	1.9	0	2	0	41
> C=CCn1c(=O)c2c(nc3n2CC(C)CN3c2cccc(OC)c2)n(C)c1=O (centres undefined)
  1	113	-4	-3.9	2.9	12	8	-27	5
> Cc1ccc(C(=O)Nc2ccc(Cl)cc2C)c(Cl)c1
  -10	103	-10	-3.5	-3.1	7	1	-1	22
> Cc1oc(-c2ccc(Cl)cc2)nc1CN1CCC(C(=O)NCc2cccs2)CC1
  -19	126	-12	-2.3	-6.9	14	6	18	8
> CN(C)/C(Cn1cncn1)=C1/N=C(c2c(F)cccc2F)OC1=O
  7	104	-8	-1.3	-2.5	7	5	-1	7

3 of the entries above in order of the NS3 helicase inh value, falling:
| SMILES | PfM18AAP inh | MEKK2wt PB1 HTS | NS3 helicase inh | IMP-1 inhibitor | VIM-2 inhibitor | UBC9 SUMO inh | MEKK2 mut-MEK5 | NALP1 inh |
| --- | --- | --- | --- | --- | --- | --- | --- | --- |
| NNc1nc2c(-c3cccc(C(F)(F)F)c3)nnn2c2ccccc12 | 35* | 108 | 43* | -4.3 | -1.1 | 26 | 5 | -24 |
| CCOC(=O)N/N=C(\C)c1ccc(C)o1 | -2 | 96 | -2 | -3.0 | 1.9 | -5 | -2 | 8 |
| O=S(=O)(CCc1ccncc1)Cc1ccc2c3c(cccc13)CC2 | 1 | 90 | -3 | -3.0 | -2.1 | -2 | -28 | nt |
